Assay outcomes from PubChem BioAssay.
KDM5B inh: inhibitors of human KDM5B histone demethylase | KDM5B demethylase, FDH-coupled NADH fluorescence (FDH is formaldehyde dehydrogenase) | Q9UGL1 | 2.6% of 220,000 active | Potency, µM (highest dose often 57.7 µM), for the others: top-dose activity change, negative = inhibition, actives largely listed as inhibitors; active means well fitted inhibition curve with a large enough effect; inconclusive means small, poorly fitted or top-dose-only effect; inactive means no such curve, though single readings can be large or run the other way; further: 0% is about no effect; nearly all actives have a fitted effect of over 70% in size
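KDM5BΔAP (200 nM final) in 50 mM HEPES pH 7.5, 0.01% Tween-20 was preincubated 10 min at RT with compound over a concentration range. Substrate mix (H3K4me3 12.5 µM, α-KG 25 µM, Fe²⁺, ascorbate, NAD⁺, FDH) was added, and NADH fluorescence change over 30 min gave dose-response curves.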
* = called active by the depositor; i = inactive; ? = inconclusive; [ ] = another dose, or the depositor's remark. Potency means the concentration at half of the fitted maximal effect. Not all compounds are listed, so the mix of outcomes need not match the whole.

CCc1cccc(OCc2ccc(C(N)=O)cc2)c1
  KDM5B inh: 7%

CCOC(=O)c1c(C)n(CC(=O)OC)c2ccc(OC)cc12
  KDM5B inh: -11%

CCOC(=O)C1=C(c2ccccc2)OC(=C(C(F)(F)F)C(F)(F)F)S1
  KDM5B inh: 27%

O=S(=O)(c1ccc(F)cc1)N1CCN(c2nnnn2-c2ccccc2)CC1
  KDM5B inh: 10%

Cc1ccc(C(=O)N2CCc3ccc(NC(=O)Nc4ccc(C)c(F)c4)cc32)cc1
  KDM5B inh: 16%

COc1ccc(Cn2ccc3nc(C)c(C(=O)Nc4ccc(C)c(F)c4)cc3c2=O)cc1
  KDM5B inh: -14%

CCCc1ccc(S(=O)(=O)N2CCC3(CC2)C(=O)N(CC)c2ccccc23)cc1
  KDM5B inh: 3%

COc1cc2c(cc1OC)C(CNC(=O)CC(C)C)N(C(=O)Nc1ccccc1)CC2 (stereo not given)
  KDM5B inh: -1%

O=C(CN1CCN(c2cc(C3CC(O)C3)ncn2)CC1)N1CCCC1 (stereo not given)
  KDM5B inh: 8%

CCCS(=O)(=O)N1CCC(C(=O)NCCOC)CC1
  KDM5B inh: 10%

CCCCc1ccc(C(=O)NCc2ccccn2)cc1
  KDM5B inh: 17%

COc1ccc(Oc2coc3cc(OC(=O)c4cccc(Cl)c4)ccc3c2=O)cc1
  KDM5B inh: 0%

COc1cccc(C(=O)OCc2cc3ccccc3[nH]c2=O)c1
  KDM5B inh: 8%

O=C(C1CC1)N1CCC(O)(c2csc(CN3CCc4ccccc4C3)n2)CC1
  KDM5B inh: -26%[86.2 µM]

C=CCN1C[C@@]2(C(=O)O)CN(c3ncnc4[nH]ccc34)C[C@H]2C1=O
  KDM5B inh: -6%

S=C(Nc1ccn(C23CC4CC(CC(C4)C2)C3)n1)NC1CCCC1
  KDM5B inh: 24%

O=C(Nc1cccc(C(F)(F)F)c1)C1C(c2ccccc2)=C1c1ccccc1
  KDM5B inh: 39%[activator]

COc1ccccc1NC(=O)c1c(C)cc(C)nc1SCC(=O)Nc1cccc(C)c1
  KDM5B inh: -14%

Cc1ccc2[nH]c(C(=O)NC(C)c3ccccc3)cc2c1 (stereo not given)
  KDM5B inh: ?

CCn1c(SCC(=O)Nc2ccc3c(c2)n(C)c(=O)n3C)nnc1-c1ccncc1
  KDM5B inh: -11%

Three entries out of the list, sorted by formula weight, lowest first.
CCCCc1ccc(C(=O)NCc2ccccn2)cc1
  KDM5B inh: 17%

CCCS(=O)(=O)N1CCC(C(=O)NCCOC)CC1
  KDM5B inh: 10%

O=C(C1CC1)N1CCC(O)(c2csc(CN3CCc4ccccc4C3)n2)CC1
  KDM5B inh: -26%[86.2 µM]

Remaining list, next part.
COCCCn1c(SCc2cccc(Cl)c2)nc2c(sc3ccccc32)c1=O
  KDM5B inh: -19%

CCCc1cc(NCCCO)n2c(nc3ccccc32)c1C#N
  KDM5B inh: ?

Cc1cnc(C(=O)N2CCc3ccc(S(=O)(=O)Nc4cccnc4)cc3C2)cn1
  KDM5B inh: 3%

O=C(CSc1nc(Nc2ccccc2)c2ccccc2n1)NC1CC1
  KDM5B inh: 157%[activator]

COc1ccc(Nc2cc(-c3cccs3)nc3c(C)noc23)cc1OC
  KDM5B inh: ?

CC(C)(C)c1[nH]c2ccc(Br)cc2c1C=O
  KDM5B inh: 13%

CC/C=C(/C)C(=O)N(C)Cc1ccsc1
  KDM5B inh: 13%

COc1cccc(-c2nc(S(=O)(=O)c3ccccc3)c(N3CCC(C)CC3)o2)c1
  KDM5B inh: 7%

Cc1nn2c(C)c(C(=O)NCCc3ccccc3)cnc2c1-c1ccccc1
  KDM5B inh: -13%

COCc1c(C(=O)NCCn2c(C)cnc2C2CC2)noc1C
  KDM5B inh: -9%

COC(=O)C1=C(CS(=O)(=O)c2ccc(Cl)cc2)NC(=O)NC1c1ccc(O)cc1 (stereo not given)
  KDM5B inh: 9%

O=C(Cc1c[nH]c2ccccc12)NCC(=O)N1CCCCCCNC(=O)CC1c1ccccc1 (stereo not given)
  KDM5B inh: -22%

COc1cccc(CNCc2cccs2)c1OCc1ccccc1
  KDM5B inh: -10%

Cc1ccc(C(=O)N2CCC(c3n[nH]c(=O)n3-c3ccccc3)CC2)cc1C
  KDM5B inh: 1%

COC(=O)CNC(=O)N1CCCN(Cc2ccncc2)C(c2ccccc2)CC(=O)NCC1 (stereo not given)
  KDM5B inh: -29%

CCCCC(CC)C(=O)Nc1ccc(C)cc1Br (stereo not given)
  KDM5B inh: 21%

N#CN=C(c1ccccc1)c1ccccc1
  KDM5B inh: -4%

COc1ccc(CNC(=O)Cn2c(C)cc3nc4n(c(=O)c32)CCCC4)cc1
  KDM5B inh: -8%

Cc1ccc(C)c(NC(=O)CN(C)S(=O)(=O)c2ccc3c(c2)CCC(=O)N3)c1
  KDM5B inh: -12%

COCCCNC(=O)c1cc2c(=O)[nH]c(-c3ccccc3)cn2n1
  KDM5B inh: 25µM*

Given with values ahead of the structure: entries from further up.
KDM5B inh,Compound
-10%,COc1cccc(CNCc2cccs2)c1OCc1ccccc1
-4%,N#CN=C(c1ccccc1)c1ccccc1

Continuation.
COc1cc(CNC(=O)c2cc3cccc(OC)c3oc2=O)ccc1OC(F)F
  KDM5B inh: 14%

Cc1ccc(C(=O)N2CCc3cc(CNS(=O)(=O)c4ccc(Cl)s4)ccc32)cc1
  KDM5B inh: -6%

Cc1ccc(-n2c(SCc3ccccc3)nc3c([nH]c4ccccc43)c2=O)cc1
  KDM5B inh: -4%

Cc1ccccc1C(=O)N1C(C(=O)NCC2CCCO2)COC12CCC(C)CC2 (stereo not given)
  KDM5B inh: -5%

Cc1ccc(C)c(CN2C(=O)c3ccccc3S(=O)c3ccc(C(=O)N4CCOCC4)cc32)c1 (stereo not given)
  KDM5B inh: -49%

Cc1ccc(-c2nc(C#N)c(NCCN3CCOCC3)o2)cc1
  KDM5B inh: i

CCCc1c(C)c2ccccc2[nH]c1=O
  KDM5B inh: 3%

COCC(=O)N1CCC(N2C[C@H](O)C[C@H]2C(=O)NCc2cccc(OC)c2)CC1
  KDM5B inh: 7%

CCCCOc1ccc(CNC(=O)Cc2ccc(NC(=O)N3CCSc4ncccc43)cc2)cc1
  KDM5B inh: ?

O=C(c1cc(-c2cccs2)on1)N1CCCC1c1ccccc1F (stereo not given)
  KDM5B inh: 13%

O=C(CSc1nnc(NC(=O)c2ccccc2)s1)NCc1ccco1
  KDM5B inh: ?

CC(C)(C)N(Cc1ccccc1)C(=O)Cn1nc(C(=O)O)c2ccccc2c1=O
  KDM5B inh: 15%

CC(=O)Oc1ccc(N2C(=O)C3C(C2=O)C(C(=O)c2ccc(Cl)cc2)N2CCCC32)cc1 (stereo not given)
  KDM5B inh: ?

COc1cccc(-c2cc(C3CCN(C(=O)Nc4ccc(OC)cc4OC)CC3)[nH]n2)c1
  KDM5B inh: -3%

CC(=O)NNC(=S)Nc1cccc(C(F)(F)F)c1
  KDM5B inh: 15%

COc1ccccc1CNC(=O)CCC(=O)N1CCSc2nc(C)cc(C)c21
  KDM5B inh: 27%

CCOc1c(Cl)cc(/C=C/C(=O)O)cc1OC
  KDM5B inh: -32%

COc1ccc(CN(C(=O)c2cccc(C#N)c2)C(C)C2CC2)cc1 (stereo not given)
  KDM5B inh: -5%

COc1ccccc1CN1CCN(C(=O)CCC[C@H]2NC[C@@H]3C[C@H]2CN(Cc2ccccc2)C3)CC1
  KDM5B inh: ?

COc1cccc(C(=O)CC2(O)C(=O)N(CN3CCOCC3)c3ccccc32)c1 (stereo not given)
  KDM5B inh: 16%

Cc1nnc(SCC(=O)c2c[nH]c(C(=O)N3CCCC3)c2)n1C1CCCCC1
  KDM5B inh: 8%

COC(=O)CNC(=O)N1CCC(c2nc(CCOc3ccc(F)cc3)no2)C1 (stereo not given)
  KDM5B inh: -18%

COCCNC(=O)c1ccc(-c2ncc3cnc(-c4cccc(F)c4)cn23)cc1
  KDM5B inh: 35µM*

O=C1CCCCC(Cc2ccccc2)(C(=O)Nc2cccnc2)N1 (stereo not given)
  KDM5B inh: ?

COC(=O)c1sc(NC(=O)[C@@H](NC(=O)c2ccc(F)cc2)C(C)C)nc1C
  KDM5B inh: 12%

Cc1ccc(C)c(S(=O)(=O)N2CCCCC2c2noc(COCC3CC3)n2)c1 (stereo not given)
  KDM5B inh: 7%

O=C(Cc1ccccc1F)NC1CCN(c2cc(-c3ccccc3)[nH]n2)CC1
  KDM5B inh: ?

Cn1nc(C(=O)OCC(=O)C(C)(C)C)c2ccccc2c1=O
  KDM5B inh: 12%

COc1ccc(CN2CCOc3nc(-c4cccc(NC(C)=O)c4)ncc3C2=O)cc1
  KDM5B inh: ?

CC(C)NC(=O)N1CCC2(CC1)CN(C(=O)c1cccc3[nH]ccc13)Cc1ccccc1O2
  KDM5B inh: ?

COc1ccc(/C=C/C(=O)c2ccc(C(C)(C)C)cc2)c(OC)c1OC
  KDM5B inh: -8%

O=S(=O)(c1ccccc1Cl)N1CCn2cccc2C1c1ccccc1F (stereo not given)
  KDM5B inh: ?

Cc1c(N2C(=O)CSC2c2ccc(F)cc2)c(=O)n(-c2ccccc2)n1C (stereo not given)
  KDM5B inh: -52%

O=C1C2CC3CC1CC(C(=O)O)(C3)C2
  KDM5B inh: -6%

CC(=O)N1CCN(CC[C@H]2CN(C(=O)c3ccc(C(F)(F)F)cc3)CC[C@H]2CC(=O)O)CC1
  KDM5B inh: -2%

CCN1C(=O)NC(c2ccccc2OC(F)F)C(C(=O)OC)=C1C (stereo not given)
  KDM5B inh: 13%

C=CCNC(=O)C1CCCN(S(C)(=O)=O)CCC(=O)NCC1 (stereo not given)
  KDM5B inh: -17%

CN1C(=O)CCC2(CNC(=O)C3CCC3)CCCC=C12 (stereo not given)
  KDM5B inh: -14%

CC(C)n1cc(C(=O)N2CC[C@H](N3CCOCC3)[C@H](CCC(=O)O)C2)cn1
  KDM5B inh: 43%[activator]

Cc1cc(C)cc(NC(=O)Nc2cccs2)c1
  KDM5B inh: ?

COc1ccc2c(c1)C=C(C(=O)NCc1cc(Br)ccc1OC)CO2
  KDM5B inh: -23%

CCOCCOC1CCN(S(=O)(=O)c2cnn(CC)c2)CC1
  KDM5B inh: -5%

COC(=O)c1ccccc1-c1cn(C)c2ccccc2c1=O
  KDM5B inh: ?

Cc1cc(C(=O)Nc2ccc(Br)cn2)no1
  KDM5B inh: 19%

O=C1CC(c2ccccc2)N(C(=O)CNC(=O)c2ccncc2)CCCCCCN1 (stereo not given)
  KDM5B inh: 8%

COc1ccc(Cn2c(C(=O)O)c(CNCc3ccco3)c3ccc(OC)cc32)cc1
  KDM5B inh: -52%

Cc1ccc2oc(C(=O)Nc3sc4c(c3C(=O)NCc3ccco3)CCC4)cc(=O)c2c1
  KDM5B inh: 7%[11.5 µM]

CCOC(=O)N1CCC(NC(=O)c2cnn(-c3cccc(Cl)c3C)c2C2CCN(C(=O)OC(C)(C)C)CC2)CC1
  KDM5B inh: -22%

COc1ccc(Br)cc1C1N2CC3(C(C)C)CN1CC(C(C)C)(C2)C3=O (stereo not given)
  KDM5B inh: -19%

O=C(NC(=S)Nc1ccc(O)cc1)c1cncc(Br)c1
  KDM5B inh: -29%

CN(Cc1cnn(C)c1)C(=O)CC1C(=O)NCCN1Cc1cccc(Oc2ccccc2)c1 (stereo not given)
  KDM5B inh: -12%

N#Cc1ccc(CNc2ccc(F)c(F)c2F)cc1
  KDM5B inh: 3%

CN(C)C(=O)CN1C(=O)CO[C@H](c2ccc(NC(=O)Nc3ccccc3)cc2)[C@H]1CO
  KDM5B inh: 14%[86.2 µM]

COC[C@H]1CCCN1Cc1nc(C2(O)CCN(CC(C)C)CC2)cs1
  KDM5B inh: 0%[86.2 µM]

C=CCSc1nc2c(c(=O)[nH]c(=O)n2C)n1Cc1cccc(C)c1
  KDM5B inh: 2%

COc1ccc(CCC(=O)NCC2Cn3cccc3C(=O)N2C)cc1 (stereo not given)
  KDM5B inh: 23%

O=C(NCCNc1ncccn1)Nc1ccc2c(c1)Cc1ccccc1-2
  KDM5B inh: 15%

COc1ccc(C2C(=O)N(C3CCCCC3)CC(=O)N2CCc2ccc(OC)c(OC)c2)cc1 (stereo not given)
  KDM5B inh: -4%

COC[C@H]1CCCN1[C@@H]1[C@H](O)[C@H](CO)O[C@@H]1CNCc1cccc(Cl)c1
  KDM5B inh: 0%

COc1ccc(-c2nc3c(s2)CN(C(C(=O)O)c2c[nH]c4cc(F)ccc24)CC3)cc1 (stereo not given)
  KDM5B inh: ?

CCNC(=O)N1CC(C(=O)NCc2cccc(C)c2)CC(c2ccc(F)c(C)c2)C1 (stereo not given)
  KDM5B inh: ?

CC(=O)N1CCN(c2nc3c(s2)CC(C(=O)NCCC2CCN(C)CC2)CC3)CC1 (stereo not given)
  KDM5B inh: 22%

Cc1nc2ccccc2c(=O)n1CCc1ccc(O)cc1
  KDM5B inh: -16%

CCCCN(Cc1ccccc1)c1ccc(NS(=O)(=O)c2c(C)cc(C)cc2C)cc1C(=O)O
  KDM5B inh: 9%

CN1CCN(C(=O)C2CCCN(S(=O)(=O)c3ccc(Cl)cc3)C2)CC1 (stereo not given)
  KDM5B inh: ?

O=C(c1ccncc1)N1CCC2(CC1)CC(c1ccccc1)C(=O)N(C1CC1)C2 (stereo not given)
  KDM5B inh: -5%

Cc1cccc(NC(=O)CSc2nc(-c3ccccc3)cc(=O)[nH]2)c1C
  KDM5B inh: -1%

Cc1cccc(N(CC(O)Cn2cnc3ccccc32)S(=O)(=O)c2ccccc2)c1 (stereo not given)
  KDM5B inh: 8%

Cc1noc2ccc(-c3ccc(CO)cc3)nc12
  KDM5B inh: -19%[115 µM]

c1ccc(Nc2cnc3ccc(N4CCOCC4)nn23)cc1
  KDM5B inh: 3%[86.2 µM]

CN(C)C(=O)N1Cc2ccccc2OC2(CCN(C(=O)Cc3csc(N)n3)CC2)C1
  KDM5B inh: ?

COCCN1Cc2[nH]nc(-c3cccc(COC)c3)c2CC1=O
  KDM5B inh: -24%[86.2 µM]
